# Pf growth 96h = inhibits malaria parasite growth, 96 h | P. falciparum luciferase reporter growth, 96 h | AID 504834 | Potency, µM (top dose mostly 28.7 µM), without a hit: at the top dose activity change, negative = inhibition, most hits filed as inhibitors | hit rate 6.9% among 320,000; further: potency means the concentration at half of the fitted maximal effect; on the % scale 0 is the no-effect control and ±100 the full control effect
#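 Delayed-death screen, second-generation endpoint: infected erythrocytes, 2% hematocrit, 0.05% parasitemia final; 96 hours at 37 C, 5% CO2; luciferase detection reagent; luminescence decrease equals reduced growth.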
# Pf growth 48h = P. falciparum growth inhibition at 48 hours (one generation) | P. falciparum luciferase growth in erythrocytes, 48 h | Potency, µM (doses to about 28.7 µM), without a hit: top-dose activity change, negative = inhibition, most hits filed as inhibitors | hit rate 5.9% among 310,000; further: potency means the concentration at half of the fitted maximal effect; on the % scale 0 is the no-effect control and ±100 the full control effect
#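 First compound was added to culture medium, then infected red cells at 0.1% parasitemia and 2% hematocrit (final). After incubation at 37 C under 5% CO2, luciferase detection reagent was dispensed and light output recorded.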
# Shiga toxin inh = Shiga toxin inhibition; Vero cells, Shiga toxin protein synthesis inhibition reporter; inhibition, % at 38.7 µM; hit rate 9.2% among 290,000; AID 2315; in the data active means inhibition mostly above about 28%, no sharp cut-off; inactive means mostly below about 43%; further: 0% is about no effect
# Cycloheximide cs = affects cycloheximide protein synthesis inhibition readout, counter-screen; cell reporter, cycloheximide protein synthesis inhibition counterscreen; max response, %; hit rate 12% among 300,000; AID 2314; in the data active means max response mostly above about 13%, no sharp cut-off; inactive means mostly below about 14%; further: read at 38.3 µM for the half of the compounds with a filed dose; 0% is about no effect
# AmpC inh no detg = AmpC beta-lactamase inhibition without detergent | hit rate 0.52% among 330,000 | AmpC nitrocefin hydrolysis, absorbance 480 nm, 0.0001% Triton | P00811 | Potency, µM (titrated, usually from 57.1 µM), for the others: at the top dose activity change, negative = inhibition, usual class: inhibitors;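 further: potency means the concentration at half of the fitted maximal effect; plate controls were no compound for no effect and no enzyme for full effect; nearly all actives have a fitted effect of over 20% in size; some results filed as inactive show a strong effect at the top dose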
# Target sequence (P00811 whole entry, looked up): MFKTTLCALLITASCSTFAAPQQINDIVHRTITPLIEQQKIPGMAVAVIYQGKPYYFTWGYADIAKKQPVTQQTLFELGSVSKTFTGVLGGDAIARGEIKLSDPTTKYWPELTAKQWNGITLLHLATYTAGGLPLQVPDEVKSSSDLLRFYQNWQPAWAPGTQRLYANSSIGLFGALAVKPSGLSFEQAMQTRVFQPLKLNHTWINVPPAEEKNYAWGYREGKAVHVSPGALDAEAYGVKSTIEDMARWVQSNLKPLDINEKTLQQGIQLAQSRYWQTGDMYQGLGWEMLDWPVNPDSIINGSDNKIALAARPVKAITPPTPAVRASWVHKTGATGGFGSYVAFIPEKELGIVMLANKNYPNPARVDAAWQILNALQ
#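 20 mM phosphate pH 7.0 + 0.01% (detergent screen) or 0.0001% Triton X-100; 5.3 nM AmpC reagent; cpd preinc 15 min RT; nitrocefin (800 uM stock) to start; A480 q20 s × 4 min; Activity was normalised to no-enzyme and no-compound control wells.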
# LmPK inhibitor = LmPK (Leishmania mexicana) enzyme inhibition; Q27686; purified LmPK, Kinase-Glo ATP luminescence, 1 h; Potency, µM (top dose mostly 57.5 µM), inactives show at the highest dose activity change, negative = inhibition, actives largely listed as inhibitors; hit rate 0.37% among 290,000; AID 1721; further: potency means the concentration at half of the fitted maximal effect; on the % scale 0 is the no-effect control and ±100 the full control effect
# Target sequence (Q27686 whole entry, looked up): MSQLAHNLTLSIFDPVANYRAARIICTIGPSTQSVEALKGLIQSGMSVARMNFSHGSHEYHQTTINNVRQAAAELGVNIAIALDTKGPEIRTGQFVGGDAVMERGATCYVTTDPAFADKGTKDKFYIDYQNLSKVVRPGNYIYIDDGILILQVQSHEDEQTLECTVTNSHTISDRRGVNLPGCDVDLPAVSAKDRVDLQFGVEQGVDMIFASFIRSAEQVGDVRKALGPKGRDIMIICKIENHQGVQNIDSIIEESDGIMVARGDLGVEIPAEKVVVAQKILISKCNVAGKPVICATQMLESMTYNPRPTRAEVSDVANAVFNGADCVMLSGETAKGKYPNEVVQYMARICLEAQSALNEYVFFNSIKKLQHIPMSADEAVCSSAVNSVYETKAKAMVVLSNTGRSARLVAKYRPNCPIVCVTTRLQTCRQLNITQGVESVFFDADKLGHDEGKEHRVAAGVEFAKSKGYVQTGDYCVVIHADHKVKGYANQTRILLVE
#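 Purified LmPK (0.1 nM) converted ADP (0.1 mM) to ATP with PEP (0.5 mM) in imidazole buffer pH 7.2 with KCl and MgCl2, 1 h at room temperature. ATP was read by Kinase-Glo luminescence; data normalized to uninhibited and no-enzyme controls.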
# TbPYK inhibitor = T. brucei pyruvate kinase inhibition. Q57TT1. TbPYK enzyme, Kinase-Glo Plus ATP luminescence, 45 min. Potency, µM (highest dose often 76.8 µM), for inactives: top-dose activity, negative = inhibition, usual class: inhibitors. hit rate 0.12% among 410,000. AID 624173; further: potency means the concentration at half of the fitted maximal effect; on the % scale 0 is the no-effect control and ±100 the full control effect; nearly all actives have a fitted effect of over 50% in size
#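 Glycolytic pyruvate kinase of T. brucei was incubated with substrate, test compound and 130 uM ADP for 45 minutes at room temperature. Luminescent Kinase-Glo Plus signal was measured after 10 minutes.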
# Active calls of the source: *; ? = inconclusive; nt = no result given; [ ] = another dose, or the depositor's remark. Unless noted, the call rests on the fitted dose curve; in most records, active means well fitted curve in the direction sought with a large enough effect; inconclusive means small, poorly fitted or top-dose-only effect, or another doubt; inactive means no such curve, though single readings can be large; an effect the other way counts as inactive or inconclusive.
# Values run as follows: Pf growth 96h, Pf growth 48h, Shiga toxin inh, Cycloheximide cs, AmpC inh no detg, LmPK inhibitor, TbPYK inhibitor
- O=C(CCCSc1nc(-c2ccco2)cc(C(F)(F)F)n1)NCC1CCCO1 (stereo not drawn)
 : 311.8%[activator], ?, 10.5, 0.7, 129.8%[activator], 1.7%, -3.1%
- COc1ccc(S(N)(=O)=O)cc1C(=O)N(C)CC(=O)Nc1ccc(N2CCOCC2)cc1
 : 66.2%[activator], 23.5%, 1.9, 14.1, 8.2%, -7.3%, -12.2%
- O=c1[nH]c2ccsc2c(=O)n1CCO
 : 12.9%, 19.8%, -6.1, -1.9, -23.1%, -0.9%, 1.0%
- CC1CN(C(=O)c2cc(S(=O)(=O)N(C)c3ccc(F)cc3)ccc2Cl)CC(C)O1 (stereo not drawn)
 : -12.8%, -19.9%, -12.0, 6.1, 93.0%[activator], -0.3%, -1.5%
- CCOc1cc(/C=C2\N=C(C)OC2=O)cc(Br)c1OCC(=O)OC
 : ?, ?, -9.1, -0.2, 3.5%, -0.6%, -7.8%
- CC(C)=CCN1CCN(Cc2nc(C(C)C)cs2)CC1CCO (stereo not drawn)
 : ?, ?, -2.2, 5.5, 17.2%, -5.7%, -0.3%
- COc1ccc(-c2c(-c3cc(OC)c(OC)c(OC)c3)noc2C)cn1
 : ?, -1.5%, 18.9, 6.5, 52.5%, 0.6%, -2.8%
- Cc1ccc(S(=O)(=O)NCCC(=O)N2CCCCCCC2)cc1C
 : ?, 0.0%, nt, nt, -0.2%, nt, -0.9%
- c1ccc(-c2noc(CN3CCCC(OCc4ccccn4)C3)n2)cc1 (stereo not drawn)
 : ?, 1.0%, 0.8, 7.9, 73.4%[activator], -1.3%, 5.6%
- CCOc1ccc(OCC(=O)OCC(=O)NNC(=O)c2ccc([N+](=O)[O-])cc2)cc1
 : 17.8%, 1.6%, nt, nt, -12.9%, nt, 3.2%
- CCOc1ccc(OCC)c(NC(=O)CCS(=O)(=O)c2ccc(Br)s2)c1
 : nt, ?, 32.6, 14.9*, -4.5%, 7.5%, 0.4%
- COc1ccc(-n2nccc2-c2nn(-c3cccc(OC)c3)c(=O)n(C)c2=O)cc1
 : -6.3%, nt, 25.4, -4.2, 4.0%, 7.1%, 3.9%
- O=[N+]([O-])c1cccc(P(=O)(O)c2cccc([N+](=O)[O-])c2)c1
 : 20.9%, 13.0%, -24.3, -2.2, -29.8%, 8.9%, 0.0%
- Cc1ccc(S(=O)(=O)N(C)C)cc1NC(=S)NC(C)CCC(C)C (stereo not drawn)
 : -29.5%, -6.8%, 11.7, -4.4, -4.2%, -0.1%, -18.8%
- CCN1C(=O)/C(=C2\Sc3ccccc3N2CC)OC1=S
 : -12.6%, 6.7%, 11.3, 0.6, -10.9%, 3.4%, -0.2%
- O=C(Nc1ccccc1-c1ccccc1)c1ccccc1Br
 : 0.0%, 0.0%, -8.9, -0.5, -26.7%, 0.9%, 5.3%
- CCN(CCCNC(=O)c1nn(C)c2c1CS(=O)(=O)c1ccccc1-2)Cc1ccccc1
 : 16.7%, 4.2%, 2.5, -3.1, -20.5%, 0.6%, -8.8%
- NC(=O)[C@@H]1CC2(CC(c3cccc(NC(=O)[C@H]4CCC(=O)N4)c3)=NO2)CN1C(=O)COc1ccc(Cl)cc1 (stereo partly drawn)
 : 39.3%[activator], 49.8%[activator], -5.3, -4.7, 13.7%, 0.9%, -1.3%
- c1ccc(-c2nnc(CN3CCCCC3)o2)cc1
 : 4.7%, 32.9%[activator], 75.1*, 40.9*, 2.2%, -7.0%, -3.9%
- CC1CCCCN1C(=O)Cn1cnc2cc([N+](=O)[O-])ccc2c1=O (stereo not drawn)
 : 45.0%[activator], -14.5%, 17.9, 3.9, -11.7%[11.4 µM], 2.0%, -24.0%
- CCc1cccc(CC)c1NC(=S)/C(=C(\[O-])c1ccc(Cl)s1)[n+]1ccccc1
 : ?, ?, -5.1, 8.0, -37.4%, 3.4%, -2.4%
- CCN(CC)CCNC(=O)c1ccc(N2CCCCC2)c(NS(=O)(=O)c2ccc(C)cc2)c1
 : 66.3%[activator], ?, -9.5, -2.3, 155.0%[activator], -5.1%, -2.2%
- CC(=O)c1c(C)[nH]c(C(=O)COc2ccc3c(C)cc(=O)oc3c2)c1C
 : ?, -27.3%, nt, nt, -11.9%, nt, -9.8%
- CC1Cc2ccccc2N1C(=O)CO/N=C/c1ccc(OC(F)F)cc1 (stereo not drawn)
 : -9.0%, 0.0%, 11.4, -3.3, 1.1%, 0.1%, -6.1%
- COc1ccc(CCNCc2cc3ccc(C)cc3[nH]c2=O)cc1OC
 : 13.1µM*, 17.1%, -6.1, -3.7, -16.1%, 4.5%, 5.4%
- COC(=O)c1cccc(/C=N/NC(N)=S)c1O
 : ?, ?, 25.5, 27.2*, -14.4%, -7.4%, -2.7%
- Cc1oc2ccc(O)cc2c1C(=O)c1ccc(Cl)cc1
 : 3.1%, nt, 68.8, 17.0*, -32.0%, -3.0%, -2.6%
- O=C(NCCCN1CCN(c2cccc(Cl)c2)CC1)C1(S(=O)(=O)c2ccc(Cl)cc2)CC1
 : -6.4%, ?, -10.5, -4.4, 179.0%[activator], 3.4%, 1.0%
- CCC(C)C1Nc2ccc(C(=O)NCc3ccc4c(c3)OCO4)cc2NC1=O (stereo not drawn)
 : 158.1%[activator], -2.2%, -12.1, -0.4, -32.3%, -4.3%, -5.1%
- Cc1ccc(C(=O)C(C)OC(=O)CCN=C2NS(=O)(=O)c3ccccc32)cc1 (stereo not drawn)
 : 47.3%, 18.6%, nt, nt, 3.1%, nt, 1.1%
- CC1(C)CC(NC(=O)C23CCC(C)(C(=O)C2)C3(C)C)CC(C)(C)N1 (stereo not drawn)
 : -27.9%, ?, 11.2, 1.4, 52.7%, 3.3%, -1.8%
- CCC(C)C1NC(=O)C(CCNCS(=O)(=O)O)NC(=O)C(NC(=O)C(CCNCS(=O)(=O)O)NC(=O)C(NC(=O)C(CCNCS(=O)(=O)O)NC(=O)CCCCC(C)C)C(C)O)CCNC(=O)C(C(C)O)NC(=O)C(CCNCS(=O)(=O)O)NC(=O)C(CCNCS(=O)(=O)O)NC(=O)C(C(C)CC)NC1=O (stereo not drawn)
 : ?, ?, nt, nt, nt, nt, -8.4%
- COc1ccc(Cl)cc1NC(=S)NCCN1CCOCC1
 : -5.8%, -8.4%, -12.2, -7.2, -14.7%, 0.5%, -3.6%
- COc1ccc(NC(=O)c2ccc3c(=O)n4c(nc3c2)CCCCC4)cc1
 : 4.5%, -0.4%, 29.0, 21.3*, -13.6%, 9.0%, 0.3%
- O=C(CCc1ccccn1)N1CCCC(Nc2cccc(F)c2)C1 (stereo not drawn)
 : 33.6%[activator], 9.1%, 9.2, -3.5, 27.6%, -0.2%, 5.1%
- O=C(O/N=C1\CCCc2ccccc21)c1cccc(Cl)c1
 : 15.0%, 35.4%[activator], 7.4, 13.3*, -24.1%, -18.4%, 0.9%
- CCc1ccc(Nc2ccc(S(=O)(=O)N3CCOCC3)cc2[N+](=O)[O-])cc1
 : ?, -3.8%, -6.7, 0.2, 6.6%, 2.3%, -3.2%
- Cc1cccc(NC(=O)C2CCCN2S(=O)(=O)c2ccc(F)cc2)c1C (stereo not drawn)
 : nt, 15.3%, -9.0, 1.5, -5.0%, 3.8%, 1.3%
- COc1ccc(C(=O)NC(=S)NNC(=O)c2c(-c3ccccc3)noc2C)cc1
 : ?, 23.3%, -7.0, -2.4, -44.5%, 0.2%, -5.0%
- COc1ccc(S(=O)(=O)NCCC(=O)OCC(=O)c2ccc[nH]2)cc1[N+](=O)[O-]
 : -19.6%, ?, nt, nt, -22.0%, nt, -11.3%

# Molecules from the list above that have bromine:
# Values run as follows: Pf growth 96h, Pf growth 48h, Shiga toxin inh, Cycloheximide cs, AmpC inh no detg, LmPK inhibitor, TbPYK inhibitor
- CCOc1cc(/C=C2\N=C(C)OC2=O)cc(Br)c1OCC(=O)OC
 : ?, ?, -9.1, -0.2, 3.5%, -0.6%, -7.8%
- CCOc1ccc(OCC)c(NC(=O)CCS(=O)(=O)c2ccc(Br)s2)c1
 : nt, ?, 32.6, 14.9*, -4.5%, 7.5%, 0.4%
- O=C(Nc1ccccc1-c1ccccc1)c1ccccc1Br
 : 0.0%, 0.0%, -8.9, -0.5, -26.7%, 0.9%, 5.3%

# Carrying on.
# Values run as follows: Pf growth 96h, Pf growth 48h, Shiga toxin inh, Cycloheximide cs, AmpC inh no detg, LmPK inhibitor, TbPYK inhibitor
- CC(C)[C@H](NC(=O)OCc1ccccc1)C(=O)OCc1cc(=O)oc2cc(O)ccc12
 : ?, -28.2%, 14.5, 15.4, -43.6%, 2.4%, 1.1%
- O=C(Nc1ccc(N2CCN(C(=O)c3ccco3)CC2)cc1)c1ccc2c(c1)OCO2
 : ?, 13.1µM*, -4.4, -1.0, -41.4%, 4.2%, 0.8%
- CC(Sc1nnc(Nc2ccccc2)s1)C(=O)Nc1nc(-c2ccccc2)cs1 (stereo not drawn)
 : ?, ?, 45.7, 16.3, -40.5%[2.29 µM], -1.2%, -6.6%
- CCN(CCCNC(=O)c1cn(CC)c2ccc(S(=O)(=O)N(C)C)cc2c1=O)c1cccc(C)c1
 : 169.6%[activator], ?, 12.3, 14.3, 2.5%, -0.6%, -5.8%
- NS(=O)(=O)c1ccc(NC(=O)CCC(=O)c2ccc(Cl)s2)cc1
 : 26.7%, -15.2%, -16.4, -3.2, -21.4%, 3.8%, -8.4%
- Clc1ccc2[nH]c3c(c2c1)CNCC3
 : ?, 4.4%[0.00184 µM], -6.3, -5.7, -16.5%, 0.4%, 3.7%
- Cc1cccc(CN2CCN(C(=O)c3cccc4ccccc34)CC2)c1
 : ?, -25.9%, nt, -2.4, 65.1%[activator], 0.5%, 20.8%
- COc1ccc(S(=O)(=O)N2CCC(C(=O)NCc3ccccn3)CC2)cc1C
 : ?, 0.6%, -8.9, -1.4, 6.7%, -0.3%, -5.0%
- O=c1[nH]c(O)c(C=Nc2ccc(Cl)cc2Cl)c(=O)[nH]1
 : 0.0%, -5.3%, -2.1, -2.5, -17.9%, -0.1%, 2.2%
- O=S(=O)(Nn1cnnc1)c1ccccc1Cl
 : ?, 12.8%, -1.4, 1.1, -10.1%, -0.7%, -18.6%
- CCC(C(=O)NC1CCCC1)N(C(=O)Cn1nnc(-c2ccc(OC)c(OC)c2)n1)c1cccc(O)c1 (stereo not drawn)
 : 5.7%, ?, 17.7, -4.5, 49.5%, -5.2%, 2.8%
- C=CCc1cc(OC)c(O)c(C(=O)NCCO)c1
 : -12.0%, 1.5%, nt, nt, nt, nt, -10.2%
- COc1ccc(CN(C(=O)c2snc(C(N)=O)c2N)C(CC(C)C)C(=O)NC2CCCCC2)cc1 (stereo not drawn)
 : ?, 11.7µM*, 4.8, -4.2, 13.1%, 6.2%, 0.8%
- OCC[C@H]1C[C@H](O)[C@@H](O)[C@@]2(CCc3ccccc3CO2)O1
 : 69.8%[activator], ?, nt, nt, -13.7%, nt, -5.8%
